High-throughput results as filed in PubChem.
L3MBTL1 inh: inhibitors of human L3MBTL1; Q9Y468; Potency, µM (highest dose often 57.1 µM), without a hit: top-dose activity, negative = inhibition, usual class: inhibitors; actives 0.66% (n = 230,000); AlphaScreen L3MBTL1–H3K9me1 peptide binding; further: nearly all actives have a fitted effect of over 60% in size
Target sequence (Q9Y468 whole entry, looked up): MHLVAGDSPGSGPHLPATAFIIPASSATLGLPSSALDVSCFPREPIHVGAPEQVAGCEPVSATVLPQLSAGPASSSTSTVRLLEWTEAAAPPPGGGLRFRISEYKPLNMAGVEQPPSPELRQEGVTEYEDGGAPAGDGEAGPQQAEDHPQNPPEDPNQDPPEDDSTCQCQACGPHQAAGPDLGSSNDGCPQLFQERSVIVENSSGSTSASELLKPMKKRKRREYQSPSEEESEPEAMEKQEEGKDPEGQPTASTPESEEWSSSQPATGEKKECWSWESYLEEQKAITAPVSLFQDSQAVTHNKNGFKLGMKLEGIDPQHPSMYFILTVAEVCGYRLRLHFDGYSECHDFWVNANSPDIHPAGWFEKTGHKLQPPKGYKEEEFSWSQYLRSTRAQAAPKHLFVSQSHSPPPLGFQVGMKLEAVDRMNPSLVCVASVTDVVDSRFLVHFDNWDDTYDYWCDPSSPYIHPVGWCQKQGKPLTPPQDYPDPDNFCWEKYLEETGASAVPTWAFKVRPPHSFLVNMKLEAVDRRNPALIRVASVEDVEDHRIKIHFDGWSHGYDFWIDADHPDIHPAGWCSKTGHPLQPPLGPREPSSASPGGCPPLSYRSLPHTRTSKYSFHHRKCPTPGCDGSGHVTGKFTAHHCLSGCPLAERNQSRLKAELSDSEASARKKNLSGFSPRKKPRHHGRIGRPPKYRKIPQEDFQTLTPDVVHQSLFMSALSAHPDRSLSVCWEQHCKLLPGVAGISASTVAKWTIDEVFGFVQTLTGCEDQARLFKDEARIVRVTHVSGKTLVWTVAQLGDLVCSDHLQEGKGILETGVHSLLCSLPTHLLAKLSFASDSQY
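Displacement of a biotinylated histone H3(1-15) peptide monomethylated at Lys9 (75 nM) from L3MBTL1 (50 nM) was measured by AlphaScreen after a 30 min room-temperature compound incubation; cefsulodin titration served as intraplate control.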
GoLoco inh red: blocks human Gai1 binding to RGS12 GoLoco peptide, red readout. P63096. Gai1:RGS12 GoLoco peptide FP, rhodamine, 10 min. Potency, µM (titrated, usually from 61.6 µM), for inactives: top-dose activity, negative = inhibition, actives largely listed as inhibitors. actives 0.44% (n = 230,000). AID 880; active means well fitted inhibition curve with a large enough effect, not every such curve was filed as active; inactive means no such curve, though single readings can be large or run the other way; further: nearly all actives have a fitted effect of over 30% in size; many of its hits are not listed in these tables
GAA spleen mod: inhibitors or activators of human alpha-glucosidase in spleen homogenate; human spleen homogenate, 4-MU-alpha-glucoside fluorescence; Potency, µM (top dose mostly 79.9 µM), inactives show top-dose activity change, negative = inhibition, actives largely listed as inhibitors; actives 0.006% (n = 240,000);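 further: 0% = enzyme with vehicle and -100% = no enzyme basal signal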
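Human spleen homogenate (1 ug) with 4-methylumbelliferyl-alpha-D-glucopyranoside (1 mM final) in 50 mM citrate/phosphate pH 5.0, 0.01% Tween-20; 40 min at 37 C. Stopped at pH 10; 4-MU fluorescence Ex 365/Em 440 nm; AC50 by Hill fit.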
RECQ1 inh: inhibitors of human RECQ1 DNA helicase | P46063 | RECQ1 DNA unwinding, red fluorescence kinetic read | Potency, µM (series often up to 57.3 µM), without a hit: at the highest dose activity, negative = inhibition, actives largely listed as inhibitors | actives 0.54% (n = 240,000) | AID 2549;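 further: plate controls were vehicle for no effect and no enzyme for full effect; nearly all actives have a fitted effect of over 30% in size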
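50 nM RECQ1T1 preincubated 15 min with compound in Tris pH 8.0 buffer with MgCl2, DTT, Tween-20 and 2.5 ug/ml poly(dI-dC); started with 200 nM TAMRA/BHQ-2 forked duplex and 2 mM ATP. Unwinding read as fluorescence (525/598 nm), two reads 2 h apart.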
TexasRed fluor: counter-screen for TRb-SRC2 inhibitors: fluorescence interference | actives 0.29% (n = 280,000) | Potency, µM (series often up to 106 µM), inactives show at the highest dose fluorescence change, negative = quenching | TRb/SRC2 Texas Red total fluorescence interference; active means well fitted curve in either direction with a large enough effect; inconclusive means small, poorly fitted or top-dose-only effect
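Human TRb ligand-binding domain at 0.6 uM with 20 nM Texas Red SRC2 peptide in Tris buffer containing 1 uM T3 and 5% DMSO, incubated with compound 5 h at ambient temperature. Total fluorescence (555/632 nm) calculated as parallel + 2 × perpendicular.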
TRb-SRC2 inh: TRbeta-SRC2 interaction inhibition; actives 0.065% (n = 280,000); TRbeta-SRC2 peptide binding, fluorescence polarization; receptor liganded with 1 µM T3; P10828; Potency, µM (titrated, usually from 106 µM), inactives show top-dose activity change, negative = inhibition, most hits filed as inhibitors;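 further: plate controls were bound peptide for no effect and peptide without receptor for full effect; nearly all actives have a fitted effect of over 50% in size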
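Each compound concentration gave % activity, normalized to unbound and bound Texas Red SRC2 controls, from polarization read after 5 hr ambient incubation with T3-loaded human TRb LBD.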
GAA glycogen: alters human alpha-glucosidase cleavage of glycogen; P10253; recombinant GAA, glycogen substrate, Amplex Red glucose oxidase fluorescence; Potency, µM (titrated, usually from 76.4 µM), for inactives: at the top dose activity change, negative = inhibition, actives largely listed as inhibitors; actives 0.38% (n = 300,000); AID 2100;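 further: 0% = full enzyme reaction and -100% = no-enzyme basal signal; the screen sought inhibitors and activators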
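Recombinant enzyme (4 nM final) with compounds titrated up to 77 uM and bovine liver glycogen (30 ug) in citrate pH 5.0, 0.01% Tween-20, 37 C 40 min. Released glucose detected by Amplex Red/glucose oxidase (Ex 573/Em 610); AC50 from Hill fits.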
GAA inh: blocks human lysosomal alpha-glucosidase; P10253; purified human GAA, 4-MU-alpha-glucoside fluorescence; actives 0.005% (n = 200,000); Potency, µM (highest dose often 76.9 µM), for the others: at the highest dose activity change, negative = inhibition, usual class: inhibitors;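 further: plate controls were uninhibited enzyme wells for no effect and no-enzyme background for full effect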
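Activity normalized between no-enzyme (basal) and enzyme-only wells. Conditions: 4 nM human enzyme, 400 uM fluorogenic substrate, citrate/phosphate pH 5.0 with Tween-20, 20 min room temperature, compounds up to 77 uM.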
* hit, by the source's call; i = inactive; ? = inconclusive; . = no result given; & = joins results of further samples; [ ] = another dose, or the depositor's remark. Unless noted, the call rests on the fitted dose curve; in most records, active means well fitted curve in the direction sought with a large enough effect; inconclusive means small, poorly fitted or top-dose-only effect, or another doubt; inactive means no such curve, though single readings can be large; an effect the other way counts as inactive or inconclusive. Unless noted, on the % scale 0 is the no-effect control and ±100 the full control effect; potency means the concentration at half of the fitted maximal effect. An excerpt (hit frequency here may not be typical).

SMILES	L3MBTL1 inh	GoLoco inh red	GAA spleen mod	RECQ1 inh	TexasRed fluor	TRb-SRC2 inh	GAA glycogen	GAA inh
CCOC(=O)N1CCN(C(=O)/C(=C/c2ccc(Br)cc2)NC(=O)c2ccc(OC)cc2)CC1	0%	5%	-1%	-4%	0%	5%	0%	.
Cc1ccc(OCCNS(=O)(=O)c2ccc(N3CCCC3=O)cc2)cc1	3%	-3%	-19%	-1%	-9%	4%	1%	-1%
Cc1ccc(S(=O)(=O)N2CCCCC2)cc1C(=O)Nc1cccnc1	-4%	8%	8%	?	0%	0%	5%	-3%
O=S(=O)(Nc1cccnc1)c1cccs1	.	1%	5%	6%	1%	-31%	?	-2%
CCn1cc(C(=O)Nc2ccc(C)c([N+](=O)[O-])c2)cn1	-6%	9%	5%	i	-5%	-3%	0%	-4%
CC1CCc2nc(NC(=O)C3CC3)sc2C1 (centres undefined)	.	-10%	-5%	i	2%	1%	1%	-2%
CCn1c(O)c(N=NC(=O)CNC(=O)c2ccco2)c2ccccc21	0%	-3%	-7%	-2%	11%	3%	16%	-4%
O=P(Cc1ccccn1)(c1ccccc1)c1ccccc1	-1%	10%	-4%	5%	1%	7%	-3%	-6%
CCOC(=O)Cn1cc(C(=O)c2cccs2)c2ccccc21	7%	1%	-10%	-1%	1%	-8%	-4%	-9%
Fc1ccc(SCCc2ccncc2)cc1	2%&3%	6%&-1%	2%&0%	-2%&-35%	-2%&3%	-16%&5%	-4%&-3%	-6%&5%
COc1cc(/C=C(/C#N)c2ccc(F)cc2)ccc1OCc1ccc(C(=O)O)o1	.	4%	-6%	-4%	-1%	-3%	-1%	-4%
CC(=O)N1CCOCCOCCOCC1	-5%	2%	-4%	i	-1%	-3%	8%	.
CCCCn1c(=O)c(F)cn(Cc2ccc(OC)c([N+](=O)[O-])c2)c1=O	6%	17%	-10%	-18%	1%	0%	3%	-1%
CC(C)CCNCC(=O)NC(c1ccccc1)c1ccccc1	30%	5%	0%	-1%	0%	3%	1%	0%
O=C(COc1ccc(S(=O)(=O)N2CCOCC2)cc1)Nc1ccc2c(c1)OCCO2	-8%	22%	-11%	-15%	2%	-16%	-3%	-13%
O=C(NCCc1c[nH]c2ccccc12)c1cnc2sccn2c1=O	.	10%	4%	-7%	1%	-8%	-19%	-6%
COc1ccc(C2c3c(-c4ccccc4O)n[nH]c3C(=O)N2CCc2ccc(OC)c(OC)c2)cc1 (centres undefined)	-13%[11.4 µM]	-10%	-11%	-21%	-5%	5%	-4%	-5%
O=c1c2ccccc2nc(CSc2ncnc3nc[nH]c23)n1-c1cccc(C(F)(F)F)c1	.	-5%	-9%	i	0%	-13%	2%	-6%
Cc1cccc(NC(=O)c2ccc(NC(C)c3ccccc3)c([N+](=O)[O-])c2)n1 (centres undefined)	9%	-9%	-1%	i	-5%	1%	-3%	-3%
O=C(COc1cccc(Oc2ccccc2)c1)Nc1ncccn1	1%	-11%	0%	-15%	4%	-16%	-1%	-5%
CCc1cccc(NC(=O)Cc2ccc(OC)c(OC)c2)c1	6%	9%	11%	-2%	0%	4%	-1%	7%
COc1cc(C(C)=O)ccc1OCC(O)CNCC1(N2CCCCC2)CCCCC1 (centres undefined)	7%	-13%	0%	-13%	3%	-1%	-4%	-4%
O=C(O)C1C(C(=O)O)C1(c1ccccc1)c1ccccc1 (centres undefined)	12%	0%	3%	6%	0%	2%	5%	.
CN1CCN(c2nnc(-c3cccs3)c3ccccc23)CC1	?	-7%	2%	21%	-2%	-8%	5%	1%
COc1ccc(N(CC(=O)N2c3ccccc3CC2C)S(=O)(=O)c2c(C)nn(C)c2C)cc1 (centres undefined)	-3%	6%	-4%	-8%	0%	1%	-8%	?
COCCNc1nc(-c2ccccc2CN(C)C)nc2ccccc12	.	11%	-3%	-1%	-2%	-1%	.	.
Cc1cc(C(=O)CSc2nnc(Cc3ccccc3)o2)c(C)n1Cc1ccc2c(c1)OCO2	-22%	21%	-8%	-20%	1%	3%	-9%	-5%
O=C(c1ccco1)N1CCN(S(=O)(=O)c2cccc([N+](=O)[O-])c2)CC1	3%	2%	0%	i	0%[53 µM]	-3%[53 µM]	9%	4%
O=C(NCC1CCCO1)C1CC(=O)N(C2CCCCCC2)C1 (centres undefined)	4%	-4%	-4%	0%	-3%	5%	3%	2%
NCC(=O)c1cccc2ccc[n+]([O-])c12	-5%	2%	-2%	-6%	-6%	-5%	6%	.
CN(C)CCc1c[nH]c2ccc(CS(=O)(=O)N3CCCC3)cc12	.	-3%	-3%	-1%	0%	-4%	.	.
Cn1c(=O)c2c(nc(SCC(=O)c3ccc(F)cc3)n2C)n(C)c1=O	5%	6%	-2%	-1%	-1%	2%	21%	12%
C#CCN1C(=O)C(O)(CC(=O)c2ccc(OC)c(OC)c2)c2ccccc21 (centres undefined)	0%	6%	-10%	-11%	-1%	0%	1%	?
O=C(Nc1nccs1)C1CCCCN1S(=O)(=O)c1ccccc1 (centres undefined)	.	12%	-2%	i	-1%	2%	2%	.
CN1C2CCC1CC(NC(=O)CSCc1ccc(Cl)cc1Cl)C2 (centres undefined)	8%	-6%	10%	0%	-3%	-1%	-2%	.
N=c1sccn1CC(=O)Nc1ccc([N+](=O)[O-])cc1Cl	.	5%	-4%	i	-4%	-1%	6%	.
O=C(CCCCCN1C(=O)c2cccc3cccc(c23)C1=O)NCc1ccco1	48%[activator]	-9%	1%	-4%	-2%	0%	7%	?
CCCOc1ccc(C(=O)N2CCCC2C(=O)O)cc1 (centres undefined)	5%	4%	1%	i	-1%	-8%	4%	-10%
NS(=O)(=O)c1ccc(NC(=O)COC(=O)COc2ccc(Cl)cc2)cc1	-8%	7%	-9%	i	-1%	7%	13%	15%
NCC12CC3CC(C1)CC(CN)(C3)C2	-5%	-3%	-4%	-5%	-2%	-4%	10%	-7%
Cc1cc(C)cc(NC(=O)/C=C/c2ccc([N+](=O)[O-])s2)c1	7%	13%	-6%	-13%	-3%	-1%	20%	-2%
OCCC1CN(CCCn2cccn2)CCN1Cc1ccccc1 (centres undefined)	0%	3%	0%	-6%	1%	0%	8%	0%
CCCCOc1cc(CC2CNC(=O)N2)ccc1OC (centres undefined)	.	-5%&-1%&6%	2%&-9%&-6%	10%&-8%	2%&-2%&1%	1%&5%&4%	.	.
CCOC(=O)C(C)Sc1ncnc2c1c(-c1ccccc1)cn2-c1ccc(OC)cc1 (centres undefined)	5%	3%	-1%	i	1%	7%	-9%	5%
Cc1cc(OCC(=O)NC(C)C)ccc1Cl	-1%	9%	5%	-3%	-2%	4%	-1%	2%
COc1cc(C)ccc1OCCOCCOc1ccccc1Br	38%[activator]	-7%	4%	i	-1%	5%	-5%	-4%
Cc1nc(CNS(=O)(=O)c2ccc(Oc3ccccc3)cc2)cs1	-9%	6%	-2%	-11%	3%	1%	-17%	-6%
Cc1ccc(S(=O)(=O)NC2c3cccc4cccc(c34)C2Sc2nc(C)cc(C)n2)cc1 (centres undefined)	-7%	7%	6%	-11%	0%	3%	-7%	-5%

Looked up above.
OCCC1CN(CCCn2cccn2)CCN1Cc1ccccc1 (centres undefined) | L3MBTL1 inh: 0%
CCOC(=O)Cn1cc(C(=O)c2cccs2)c2ccccc21 | TexasRed fluor: 1%
CCCCn1c(=O)c(F)cn(Cc2ccc(OC)c([N+](=O)[O-])c2)c1=O | GAA spleen mod: -10%

New compounds follow.
SMILES	L3MBTL1 inh	GoLoco inh red	GAA spleen mod	RECQ1 inh	TexasRed fluor	TRb-SRC2 inh	GAA glycogen	GAA inh
CSCC[C@H](NC(=O)OC(C)(C)C)c1nnc(SCc2ccc(F)cc2)o1	-3%	-3%	-22%	16%	-4%	-6%	1%	-14%
CN(C)c1ccnc(C(=O)O)c1	.	-18%	6%	-18%	-1%	-2%	7%	3%
O=C(NC(=S)Nc1ccc(N2CCOCC2)cc1)c1cncc(Br)c1	-9%	-1%	-2%	-1%	-1%[53 µM]	4%[53 µM]	5%	-1%
CCOc1ccccc1NC(=O)N1CCC(NC(=O)c2ccccc2C)CC1	1%	-2%	-5%	i	-5%	-2%	1%	-3%
O=C(Nc1ccccc1)c1nsnc1C(=O)Nc1ccccc1	-3%	8%	-3%	i	-8%	0%	5%	-4%
O=C(COC(=O)CNC(=O)c1ccccc1)Nc1ccc(S(=O)(=O)N2CCOCC2)cc1	-12%	6%	.	i	-3%	5%	-7%	?
CC(/C=C/c1ccccc1)=N\NC(=O)Cn1cncn1	2%	1%	-2%	-3%	2%	-4%	3%	.
COc1ccc(CCNC(=O)CN(c2ccc(OC)cc2)S(C)(=O)=O)cc1	4%	17%	1%	i	1%	1%	21%	?
CS(=O)(=O)Nc1ccc(C(=O)N2CCN(c3ccccc3)CC2)cc1	5%	4%	-8%	?	-4%	0%	0%	-1%
CCCCN(CC)CCCNC(=O)C1c2ccccc2C(=O)N(C)C1c1cn(C)c2ccccc12 (centres undefined)	.	16%	-7%	-5%	-3%	-1%	-2%	-1%
O=C(c1cccs1)N1CCN(C(=O)N2CCOCC2)CC1	.	-14%	-1%	i	3%	-1%	-7%	-2%

Compound profiles (already shown). Order of values: L3MBTL1 inh | GoLoco inh red | GAA spleen mod | RECQ1 inh | TexasRed fluor | TRb-SRC2 inh | GAA glycogen | GAA inh
Results for `COc1ccc(CCNC(=O)CN(c2ccc(OC)cc2)S(C)(=O)=O)cc1` → 4% | 17% | 1% | i | 1% | 1% | 21% | ?
Results for `CSCC[C@H](NC(=O)OC(C)(C)C)c1nnc(SCc2ccc(F)cc2)o1` → -3% | -3% | -22% | 16% | -4% | -6% | 1% | -14%
Results for `CCOc1ccccc1NC(=O)N1CCC(NC(=O)c2ccccc2C)CC1` → 1% | -2% | -5% | i | -5% | -2% | 1% | -3%
Results for `CCCCN(CC)CCCNC(=O)C1c2ccccc2C(=O)N(C)C1c1cn(C)c2ccccc12` (centres undefined) → . | 16% | -7% | -5% | -3% | -1% | -2% | -1%
